Mdm2-MdmX inh: disrupts the human Mdm2-MdmX interaction | O15151+Q00987 | SaOS-2 split-luciferase Mdm2/MdmX complementation, luminescence | inhibition, % at 8 µM | actives 3% (n = 330,000) | AID 485346;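 active = inhibition of at least 50% at 8 µM in the primary screen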
tim23-1 inh: tim23-1 yeast growth inhibition; inhibition, % at 20 µM; actives 1.3% (n = 330,000); AID 463212; S. cerevisiae tim23-1 growth, BacTiter-Glo luminescence, 24 h;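 active = growth inhibition of the mutant yeast at or above 50%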;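 note: temperature-sensitive mutant grown at 25 °C; plate controls were DMSO-treated mutant yeast for no effect and medium wells lacking yeast for full effect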
APJ antag: antagonists of human APJ apelin receptor | CHO-K1 APJ beta-arrestin complementation, luminescence | actives 0.32% (n = 330,000) | P35414 | inhibition, % at 20 µM;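 active = inhibition above about 40% at 20 µM, limit read from the data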;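 note: cells challenged with 10 nM apelin-13 agonist together with compound; plate controls were apelin-13 plus DMSO wells for no effect and DMSO wells lacking apelin-13 for full effect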
Target sequence (P35414 whole entry, looked up): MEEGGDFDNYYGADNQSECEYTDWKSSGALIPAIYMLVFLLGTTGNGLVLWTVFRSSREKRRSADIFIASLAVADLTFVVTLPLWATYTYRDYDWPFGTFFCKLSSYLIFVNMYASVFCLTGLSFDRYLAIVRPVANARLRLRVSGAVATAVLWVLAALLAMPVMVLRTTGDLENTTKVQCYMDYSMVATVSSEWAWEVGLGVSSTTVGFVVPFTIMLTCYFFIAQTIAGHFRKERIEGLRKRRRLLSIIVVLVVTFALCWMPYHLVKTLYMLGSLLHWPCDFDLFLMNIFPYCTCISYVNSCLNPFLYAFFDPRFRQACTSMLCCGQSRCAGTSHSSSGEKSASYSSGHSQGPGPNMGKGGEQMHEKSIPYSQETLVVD
XBP1 UPR activ: adaptive UPR (XBP1) activation | actives 0.33% (n = 330,000) | activation, % at 20 µM | CHO-XBP1 luciferase reporter, IRE1-XBP1 UPR activation, luminescence; percent of tunicamycin response, DMSO as zero | AID 463104;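 active = versus positive control, 20 µM dose yields 30% or more activation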;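 note: 100% = tunicamycin at 10 µg/mL and 0% = DMSO only wells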
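Signal: luciferase luminescence; Assay system: CHO-XBP1 luciferase reporter cells; Amount: one thousand reporter cells per well; Dosing: 20 µM single concentration, DMSO 1%; Benchmarks: high control tunicamycin 10 µg/mL final, low control DMSO vehicle only; Schedule: 6 h compound exposure at 37 °C, 5% CO2; Evaluation: percent activation relative to tunicamycin reference.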
TIM10 inh: TIM10 yeast growth inhibition. S. cerevisiae TIM10 strain growth, BacTiter-Glo luminescence, 24 h. inhibition, % at 10 µM. actives 1.4% (n = 330,000). AID 463195;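 active = inhibition of 40% or more at the single tested concentration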;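 note: wild-type TIM10 isogenic control strain grown at permissive 25 °C; 0% = DMSO yeast wells and 100% = minimal medium wells without yeast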
CXCR6 block: blocks human CXCR6 beta-arrestin recruitment | CHO-K1 PathHunter CXCR6 beta-arrestin, luminescence | inhibition, % at 20 µM | actives 0.36% (n = 360,000); in the data active = inhibition above about 34%, passing the limit was not always enough;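 note: antagonist mode with CXCL16 agonist at 10 nM final; 0% = 10 nM CXCL16 with DMSO and 100% = unstimulated wells without agonist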
Target sequence (O00574 whole entry, looked up): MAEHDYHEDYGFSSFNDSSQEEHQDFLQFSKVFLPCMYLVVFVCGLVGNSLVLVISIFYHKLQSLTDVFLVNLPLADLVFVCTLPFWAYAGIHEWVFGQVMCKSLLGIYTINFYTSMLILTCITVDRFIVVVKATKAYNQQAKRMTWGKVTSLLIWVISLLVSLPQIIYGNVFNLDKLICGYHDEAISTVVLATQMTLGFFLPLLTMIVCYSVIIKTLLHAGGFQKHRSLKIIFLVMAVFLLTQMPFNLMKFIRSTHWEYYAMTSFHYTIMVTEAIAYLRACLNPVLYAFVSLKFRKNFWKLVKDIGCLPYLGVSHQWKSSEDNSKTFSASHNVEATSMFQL
APJ agonist: agonists of human APJ apelin receptor; P35414; CHO-K1 APJ PathHunter beta-arrestin, luminescence; 0% DMSO wells, 100% apelin; activation, % at 20 µM; actives 0.11% (n = 330,000); AID 2520;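 active = activation more than six SD over the plate average, tested at 20 µM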;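 note: 0% = DMSO alone and 100% = apelin-13 at 10 nM; some results filed as inactive read as strong as hits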
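Test system: CHO-K1 APJ beta-arrestin complementation cell line. Amount: cell density 1000 per well. Controls: DMSO negative, 10 nM Apelin-13 positive. Signal: luminescent beta-gal fragment complementation, chemiluminescent substrate. Read-out basis: agonist-driven arrestin binding to APJ. Timing: compound stimulation 90 min at 25 °C, detection 60 min.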
UPR CHOP act: apoptotic UPR (CHOP) activation. CHO-CHOP luciferase reporter, luminescence; percent of tunicamycin response over DMSO baseline. activation, % at 10 µM. AID 449763. actives 0.34% (n = 330,000);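 active = at 10 µM dose, activation of 40% or more, normalized to positive control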;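 note: 100% = tunicamycin at 10 µg/mL and 0% = DMSO alone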
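Test system: CHO CHOP reporter cells. Input: 500 CHO-CHOP cells per well. Medium: F12 with 10% FBS. Technique: luciferase luminescence. Measure: percent activation relative to tunicamycin control. Dosing: 10 µM compound, 0.5% DMSO. Timing: 16-18 h cell attachment, then 6 h compound exposure, 37 °C.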
tim10-1 inh: tim10-1 yeast growth inhibition; inhibition, % at 20 µM; actives 2.2% (n = 330,000); S. cerevisiae tim10-1 ts strain growth, BacTiter-Glo, 24 h;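 active = inhibition of at least 40%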;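 note: mutant grown at 25 °C; 0% = DMSO wells with yeast and 100% = wells holding no yeast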
* marks the source's active call; other numbers are inactive results. Not all compounds are listed. The share of hits here may be higher or lower than overall.

SMILES	Mdm2-MdmX inh	tim23-1 inh	APJ antag	XBP1 UPR activ	TIM10 inh	CXCR6 block	APJ agonist	UPR CHOP act	tim10-1 inh
CCOC(=O)C(CC)n1cnc2c(nnn2-c2ccc(OC)cc2)c1=O (stereo unspecified)	8	14	14	-2	4	-2	-2	1.2	7
S=c1[nH]nc(-c2ccccc2)c2ccccc12	25	20	14	-1	26	12	-2	-0.8	33
NC(=O)C1(N2CCCCC2)CCN(C2CC(=O)N(Cc3cccs3)C2=O)CC1 (stereo unspecified)	-32	15	3	0	14	2	1	-1.4	27
O=C(CCc1ccccc1)Nc1sc2c(c1C(=O)O)CCCC2	13	5	-5	-2	1	2	-2	-1.0	-7
CC1CC(C)CN(C(=O)C(C)N2CCN(S(=O)(=O)c3ccc(Br)s3)CC2)C1 (stereo unspecified)	39	42	-4	-3	28	2	-4	0.4	10
Cc1ccc(OCc2cc(C(=O)N3CCCCCCC3)no2)cc1C	14	30	-1	3	14	6	-5	3.0	25
CC(C)NC(=O)Cn1c(SCC(=O)NC2CCCC2)nc2ccccc21	14	6	11	2	9	-1	2	0.3	-21
O=C(Nc1ccc(F)c(Cl)c1)C1CCCCC1	-29	32	8	1	9	-3	9	1.9	12
Cc1c(C(=O)N(C)C)c2ccc(Cl)cc2n1O	15	-8	-35	0	5	-11	3	-0.3	2
CC(=O)c1cccc(NC(=O)COc2cc3oc(=O)c(CC(C)O)c(C)c3cc2Cl)c1 (stereo unspecified)	22	-1	-2	-4	-1	-17	2	-3.2	5
COc1cc(OC)cc(C(=O)N2CCN(C3CCN(Cc4ccccc4)CC3)CC2)c1	7	-1	-5	-4	-6	-8	-5	-2.0	1
O=C(NCc1ccc(F)cc1)C1CCCN(S(=O)(=O)c2cccnc2)C1 (stereo unspecified)	-3	-4	-5	-1	-3	4	-4	-1.9	10
O=C(Cc1ccc(Cl)cc1)N/N=C1\CCCc2ccccc21	3	18	0	-1	17	0	4	0.0	7
CCCC(=O)Nc1ccc(N2CCN(C(=O)CCC)CC2)cc1	-17	0	0	0	6	-4	-4	-1.1	8
CCOc1nc2c(c(=O)n(C)c(=O)n2C)n1Cc1ccccc1Cl	20	13	19	-3	-8	8	2	0.9	39
COc1ccc(NC(C)C(=O)N/N=C/c2c(O)ccc3ccccc23)cc1 (stereo unspecified)	65*	13	-7	0	9	-29	-1	-1.5	-16
Cc1ccc2c(c1)N(C(=O)CCC(=O)NC1CCCCCC1)CC(C)O2 (stereo unspecified)	12	33	13	-1	14	7	0	-1.0	20
O=C(CSc1nnc(NC(=O)c2ccco2)s1)Nc1ccc(F)cc1F	22	11	16	2	4	0	-6	0.0	2
CCOC(=O)c1cn2nc(Oc3ccc(C)cc3)ccc2n1	3	23	0	4	-5	-12	-6	2.4	23
COc1ccccc1N(Cc1ccccc1)S(=O)(=O)c1cccc(C(=O)Nc2ccc(C)cn2)c1	55*	11	-35	-1	-6	9	0	1.5	-6
COc1ccc(OC)c(/C=N/N(C)c2ccccc2)c1	-88	22	-3	3	9	-10	-2	4.6	21
CC(=O)NC(=S)Nc1ccc(NC(=O)c2cccnc2)cc1	-15	16	-8	-1	9	-1	4	0.1	11
Cc1ccc(S(=O)(=O)Nc2cccc3c2O[C@H](CN(C)Cc2ccccc2)[C@@H](C)CN([C@H](C)CO)C3=O)cc1	-10	7	4	-2	6	-5	-3	0.8	5
COc1cccc(/C=N/NC(=S)Nc2cccc(S(=O)(=O)N(C)C)c2)c1	0	2	12	1	6	2	-3	-0.8	5
CCOC(=O)CC1C(=O)NCCN1C(=O)Nc1ccc(Cl)cc1 (stereo unspecified)	3	10	0	2	8	-19	-7	1.7	0

Complete entries as entered above. Order of values: Mdm2-MdmX inh, tim23-1 inh, APJ antag, XBP1 UPR activ, TIM10 inh, CXCR6 block, APJ agonist, UPR CHOP act, tim10-1 inh
COc1ccc(OC)c(/C=N/N(C)c2ccccc2)c1 as listed: -88, 22, -3, 3, 9, -10, -2, 4.6, 21
O=C(Nc1ccc(F)c(Cl)c1)C1CCCCC1 as listed: -29, 32, 8, 1, 9, -3, 9, 1.9, 12

Carrying on.
SMILES	Mdm2-MdmX inh	tim23-1 inh	APJ antag	XBP1 UPR activ	TIM10 inh	CXCR6 block	APJ agonist	UPR CHOP act	tim10-1 inh
CCOc1ccc(OCCOc2ncnc3ccccc23)cc1	-1	11	-10	-2	-16	4	-5	-1.0	16
Cc1c(C(=O)N(Cc2nnc(-c3ccccc3Cl)o2)C2CC2)oc2ccccc12	16	26	3	0	-24	-3	-5	-0.4	-13
Cn1ccc(C(=O)Nc2cccnc2Cl)n1	18	-2	-3	-4	-5	11	-2	2.6	-12
CC1(O)CC(c2ccc(Cl)cc2)=NN1C(=O)c1ccc([N+](=O)[O-])cc1 (stereo unspecified)	32	24	41*	-1	-34	17	-8	-1.1	6
O=C(O)c1ccccc1C(c1ccc(O)cc1)c1ccc(O)cc1	10	17	0	1	-15	20	-3	-1.1	7
O=C(OCc1nc2ccsc2c(=O)[nH]1)c1ccc(Cl)nc1	6	-15	18	1	-2	3	-2	-0.5	-7
Cc1ccc(S(=O)(=O)N2CCN(C(=O)CCc3nc4ccccc4c(=O)[nH]3)CC2)c(C)c1	28	-3	13	1	2	-4	0	-0.7	0
CNS(=O)(=O)c1cccc2cccnc12	4	10	11	-4	-7	1	-2	-2.0	5
CCOc1ccc(S(=O)(=O)N(C)c2ccc(OCC(=O)Nc3nc(-c4cc(OC)ccc4OC)cs3)cc2)cc1	13	12	-2	-3	8	0	0	-0.2	20
O=C(O)c1cccc(NS(=O)(=O)c2cccc(C(=O)Nc3ccccc3[N+](=O)[O-])c2)c1	-5	8	5	-6	0	-5	6	2.1	-2
CC(=O)N1CCN(CCN=CC2=C(O)CC(c3ccco3)CC2=O)CC1 (stereo unspecified)	12	-13	15	2	-7	9	-2	3.0	12
Cc1c(C(=O)NCc2ccc3c(c2)OCO3)oc2ccccc12	-7	53*	-3	2	41*	1	-5	-0.3	48*
Cc1ccc(-c2nnc(SCC(=O)Nc3ccc4c(c3)OCCO4)n2N)cc1	-5	6	-11	0	4	-7	0	-0.6	10
Cc1cc(C)nc(N2N=C(CSc3ccc(Cl)cc3)CC2=O)n1	14	34	13	-2	19	9	-4	0.7	45*
COc1cccc(C(=O)N2CCN(C(=O)c3cccs3)CC2)c1OC	10	11	1	-1	-24	1	8	0.2	17
CC(NC(=O)CNC(=S)N(Cc1ccccc1)Cc1cccnc1)c1ccccc1 (stereo unspecified)	5	7	-3	-1	5	-4	0	0.5	10
COC(C[C@@H]1O[C@H]1C(=O)COCc1ccccc1)OC	9	3	10	-2	0	-9	-4	1.9	4
CCNC(=O)C1CCN(S(=O)(=O)c2ccc(F)cc2)CC1	25	14	-12	-1	6	-3	-5	-0.7	-3
COc1ccc(C(=O)NCc2cc(C)nc3ccccc23)cc1	28	-2	-9	-1	2	-11	0	-1.9	4
O=C(CN1CCCCC1)N1CCN(c2ccccc2)CC1	-7	15	8	0	-4	2	0	-0.2	10
Cn1c(CCNC(=O)c2ccccc2)nc2ccccc21	-5	6	-15	-1	11	-1	-4	2.3	1
CC(=O)C1=C(C)NC2=C(C(=O)CC(C)(C)C2)C1C (stereo unspecified)	15	10	-9	-2	-1	1	-2	-1.7	4
COc1ccc(-c2nonc2NC(=O)c2ccco2)cc1OC	11	16	6	-2	19	-7	7	-0.4	23
COc1ccc(NC(=S)Nc2ccccc2OC)c(OC)c1	-13	7	27	-1	2	0	3	-1.4	11
O=C(CCNC(=O)C1CCN(S(=O)(=O)c2ccccc2)CC1)Nc1cccc(C(F)(F)F)c1	23	13	9	0	4	3	-3	-1.1	18

Shown as labelled records: part of the list above.
CCNC(=O)C1CCN(S(=O)(=O)c2ccc(F)cc2)CC1
  Mdm2-MdmX inh: 25
  tim23-1 inh: 14
  APJ antag: -12
  XBP1 UPR activ: -1
  TIM10 inh: 6
  CXCR6 block: -3
  APJ agonist: -5
  UPR CHOP act: -0.7
  tim10-1 inh: -3

COc1ccc(C(=O)NCc2cc(C)nc3ccccc23)cc1
  Mdm2-MdmX inh: 28
  tim23-1 inh: -2
  APJ antag: -9
  XBP1 UPR activ: -1
  TIM10 inh: 2
  CXCR6 block: -11
  APJ agonist: 0
  UPR CHOP act: -1.9
  tim10-1 inh: 4

O=C(CN1CCCCC1)N1CCN(c2ccccc2)CC1
  Mdm2-MdmX inh: -7
  tim23-1 inh: 15
  APJ antag: 8
  XBP1 UPR activ: 0
  TIM10 inh: -4
  CXCR6 block: 2
  APJ agonist: 0
  UPR CHOP act: -0.2
  tim10-1 inh: 10

Individual results from the entries so far.
Result of `CCNC(=O)C1CCN(S(=O)(=O)c2ccc(F)cc2)CC1` in APJ antag: -12
Result of `COC(C[C@@H]1O[C@H]1C(=O)COCc1ccccc1)OC` in TIM10 inh: 0

Quoted at random: 2 entries already listed, in no set order.
SMILES	Mdm2-MdmX inh	tim23-1 inh	APJ antag	XBP1 UPR activ	TIM10 inh	CXCR6 block	APJ agonist	UPR CHOP act	tim10-1 inh
Cc1c(C(=O)N(Cc2nnc(-c3ccccc3Cl)o2)C2CC2)oc2ccccc12	16	26	3	0	-24	-3	-5	-0.4	-13
COc1ccc(C(=O)NCc2cc(C)nc3ccccc23)cc1	28	-2	-9	-1	2	-11	0	-1.9	4

Remaining list, next part:
SMILES	Mdm2-MdmX inh	tim23-1 inh	APJ antag	XBP1 UPR activ	TIM10 inh	CXCR6 block	APJ agonist	UPR CHOP act	tim10-1 inh
CC(C)N(Cc1nccn1C)C(=O)c1ccc2oc(Cc3ccccc3)nc2c1	2	-13	-28	-2	-4	-1	-1	1.2	-2
CCOc1ccccc1NC(=O)NNC(=O)c1ccc2ccccc2c1	60*	8	-14	-4	3	-2	6	-0.2	-3
CC(=O)Nc1ccc(NC=C(C#N)C#N)cc1	9	2	-3	-1	1	-3	-3	0.4	12
CCN(CC)CCCN(C(=O)c1ccccc1C)c1nc(-c2ccc(OC)cc2)cs1	30	6	11	0	11	5	-5	-0.5	23
COc1ccc(Cl)cc1S(=O)(=O)n1nnc2ccccc21	3	5	14	-2	6	-3	5	-0.9	9
Cc1ccc(N2C(=O)C(Cl)=C(N3CCCCCC3)C2=O)cc1	-28	43	17	-2	-1	4	-1	3.7	11
CC(C)N(Cc1nc(-c2ccccc2)no1)C(=O)CN(C)S(=O)(=O)c1ccc(Br)cc1	16	35	13	-1	32	2	-4	-1.6	20
Cc1c(C)c(C)c(C(=O)c2ccc(NC(=O)c3ccccc3C(=O)O)cc2)c(C)c1C	6	5	24	-4	9	2	-2	0.3	18

Screens: PubChem BioAssay, Sanford-Burnham Center for Chemical Genomics
